Screens deposited in PubChem by Sanford-Burnham Center for Chemical Genomics.
EBI2 block = EBI2 receptor antagonists, beta-arrestin recruitment, primary screen, cell-based, luminescence, 7a,25-OHC stimulation, uHTS | 7a,25-OHC stimulated | G-protein coupled receptor 183 (Homo sapiens), P32249 | 360,000 tested, 0.81% active | inhibition, % at 5 µM; in the data active = inhibition above about 38%;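 note: enzyme fragment complementation signal reports receptor beta-arrestin coupling in cells; 0% = agonist plus DMSO wells and 100% = wells without agonist; some results beyond the cut were filed as inactive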
Target sequence (P32249 whole entry, looked up, the tested form may be a part): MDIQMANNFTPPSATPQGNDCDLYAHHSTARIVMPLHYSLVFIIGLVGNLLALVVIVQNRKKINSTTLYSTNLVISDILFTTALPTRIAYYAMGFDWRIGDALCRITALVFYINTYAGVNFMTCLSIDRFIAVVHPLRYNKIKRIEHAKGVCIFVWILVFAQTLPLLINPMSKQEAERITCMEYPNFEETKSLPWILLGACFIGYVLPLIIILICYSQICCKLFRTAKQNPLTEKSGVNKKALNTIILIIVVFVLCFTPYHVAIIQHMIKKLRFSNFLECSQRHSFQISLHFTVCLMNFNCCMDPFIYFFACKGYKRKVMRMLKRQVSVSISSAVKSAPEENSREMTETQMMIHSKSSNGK
CCR6 antag = CCR6 receptor antagonists, primary screen, cell-based, CHO-K1, luminescence, beta-arrestin, uHTS | C-C chemokine receptor type 6 (Homo sapiens), P51684 | CHO-K1 CCR6 PathHunter beta-arrestin, CCL20-stimulated | inhibition, % at 20 µM | 340,000 tested, 0.49% active | AID 493098, 2011;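 active = compounds whose inhibition of the agonist-driven luminescence signal at 20 µM reaches about 50%, limit read from the data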;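 note: cells stimulated with CCL20 at 14 nM final; plate controls were DMSO with CCL20 for no effect and DMSO without agonist for full effect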
APOBEC3G inh = APOBEC3G DNA deaminase inhibitors, primary screen, biochemical, fluorescence, single-stranded DNA substrate, uHTS | 330,000 tested, 0.28% active | recombinant A3G, ssDNA deamination FAM/TAMRA fluorescence | AID 493012, 2011 | DNA dC->dU-editing enzyme APOBEC-3G (Homo sapiens), Q9HC16 | inhibition, % at 20 µM;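 active = inhibition of at least 40% at 20 µM, with no more than 30% in the related APOBEC3A deaminase screen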;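 note: plate controls were DMSO wells with A3G for no effect and wells lacking A3G enzyme for full effect; some compounds called inactive have numbers as strong as hits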
Target sequence (Q9HC16 whole entry, looked up): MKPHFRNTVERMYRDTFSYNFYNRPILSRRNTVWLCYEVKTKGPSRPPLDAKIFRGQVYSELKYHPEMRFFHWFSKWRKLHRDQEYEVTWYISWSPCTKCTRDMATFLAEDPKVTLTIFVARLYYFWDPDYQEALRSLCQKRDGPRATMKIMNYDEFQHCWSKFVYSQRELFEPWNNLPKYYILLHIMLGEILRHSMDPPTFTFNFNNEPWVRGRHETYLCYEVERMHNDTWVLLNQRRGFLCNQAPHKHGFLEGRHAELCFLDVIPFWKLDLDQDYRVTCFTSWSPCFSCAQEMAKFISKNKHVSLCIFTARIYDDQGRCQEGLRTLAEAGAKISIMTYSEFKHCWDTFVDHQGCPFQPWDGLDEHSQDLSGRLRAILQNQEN
Gli-Sufu block = Gli-Sufu pathway antagonists, primary screen, luciferase luminescence, Sufu-KO-LIGHT cells, uHTS; 340,000 tested, 0.74% active; Sufu-KO-LIGHT fibroblasts, Gli luciferase reporter luminescence; inhibition, % at 5 µM;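 active = inhibition above about 55%, limit read from the data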;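 note: 0% = DMSO-treated cells and 100% = wells with medium but no cells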
CXCR6 inh = CXCR6 receptor inhibitors, primary screen, cell-based, beta-arrestin, luminescence, CHO-K1 PathHunter, 1536-well. C-X-C chemokine receptor type 6 (Homo sapiens), O00574. inhibition, % at 20 µM. 360,000 tested, 0.36% active. AID 602244, 2012; in the data active = inhibition above about 34%, passing the limit was not always enough;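 note: antagonist mode with CXCL16 agonist at 10 nM final; 0% = 10 nM CXCL16 with DMSO and 100% = unstimulated wells without agonist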
Target sequence (O00574 whole entry, looked up): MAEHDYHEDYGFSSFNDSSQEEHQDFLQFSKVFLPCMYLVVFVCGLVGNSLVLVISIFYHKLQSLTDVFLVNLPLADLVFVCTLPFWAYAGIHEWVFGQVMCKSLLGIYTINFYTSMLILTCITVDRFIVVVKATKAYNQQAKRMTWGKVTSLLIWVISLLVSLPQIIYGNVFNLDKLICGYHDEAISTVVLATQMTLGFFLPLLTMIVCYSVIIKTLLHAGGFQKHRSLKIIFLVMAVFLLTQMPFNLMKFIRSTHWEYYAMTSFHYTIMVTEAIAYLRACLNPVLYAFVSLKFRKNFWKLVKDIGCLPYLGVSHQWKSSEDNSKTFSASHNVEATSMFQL
MPTP block = mitochondrial permeability transition pore inhibitors, primary screen, biochemical, isolated mouse mitochondria, absorbance; Ca2+ swelling absorbance, 30 min; AID 602449, 2012; 360,000 tested, 1.4% active; inhibition, % at 10 µM;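 active = inhibition of 50% or more, scaled per plate between neutral and stimulator controls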;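 note: 0% = DMSO wells given calcium and 100% = 1 mM EGTA wells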
NR3A LBD binder = binders of NR3A ligand-binding domain, primary screen, biophysical, differential scanning fluorimetry, uHTS; Glutamate receptor ionotropic, NMDA 3A (GRIN3A) ligand-binding domain; 340,000 tested, 2.5% active; Tm shift relative to glycine control, % at 25 µM; AID 1259313, 2017; NR3A LBD differential scanning fluorimetry, Tm shift; 0% = protein alone, 100% = glycine-bound protein;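 active = melting temperature shift of at least 10% of the positive control shift, at one fixed dose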
A3A deaminase = APOBEC3A ssDNA deaminase inhibitors, primary screen, selectivity assay for APOBEC3G inhibitor project, biochemical, FAM/TAMRA oligo cleavage fluorescence; recombinant A3A, FAM/TAMRA ssDNA deamination fluorescence; inhibition, % at 20 µM; 330,000 tested, 0.41% active; AID 493011, 2011;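 active = at least 40% inhibition at 20 µM here, with at most 30% in a related deaminase screen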;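 note: plate controls were A3A with DMSO for no effect and wells lacking A3A enzyme for full effect; some results filed as inactive read as strong as hits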
Starred values were filed as active, the others as inactive.

Results for Cc1cc(C)cc(Oc2ccc(-c3nnc(-c4ccccc4)o3)cc2[N+](=O)[O-])c1 ?
EBI2 block: -8.5; CCR6 antag: -10.8; APOBEC3G inh: 0.2; Gli-Sufu block: -4.8; CXCR6 inh: 5.2; MPTP block: 0.2; NR3A LBD binder: 0.4; A3A deaminase: 0.5

How did COCCn1c(SCC(=O)N2CCCC2)nnc1C(C)C do in these assays?
EBI2 block: 6.6; CCR6 antag: -8.9; APOBEC3G inh: 4.5; Gli-Sufu block: 3.7; CXCR6 inh: 6.1; MPTP block: -1.4; NR3A LBD binder: 1.2; A3A deaminase: 2.4

Results for CCCNC(=O)c1cc(OC)c(OC)cc1[N+](=O)[O-] ?
EBI2 block: -2.3; CCR6 antag: -1.9; APOBEC3G inh: -0.3; Gli-Sufu block: -16.8; CXCR6 inh: 1.5; MPTP block: -0.1; NR3A LBD binder: 0.3; A3A deaminase: 1.7

Results for CCCCC1(CC)COC(c2ccccc2)OC1 (centres undefined) ?
EBI2 block: 1.4; CCR6 antag: 7.5; Gli-Sufu block: 3.5; CXCR6 inh: -7.2; MPTP block: -0.2; NR3A LBD binder: 0.1

What do the screens show for `CCc1cc2c(=O)c(-c3nc(C)cs3)coc2cc1OC(C)C(=O)NCCO` (centres undefined)?
EBI2 block: 2.9; CCR6 antag: 8.3; APOBEC3G inh: -5.4; Gli-Sufu block: -15.0; CXCR6 inh: -12.2; MPTP block: -0.5; NR3A LBD binder: -0.3; A3A deaminase: 4.0

What do the screens show for `COc1cc(OC)cc(N(C(=O)C2COc3ccccc3O2)C(C(=O)NC2CCCCC2)c2ccc(O)cc2)c1` (centres undefined)?
EBI2 block: 3.7; CCR6 antag: 12.3; APOBEC3G inh: -5.5; Gli-Sufu block: 34.5; CXCR6 inh: 16.6; MPTP block: -1.1; NR3A LBD binder: -1.9; A3A deaminase: 2.6

Results for O=C(CCN1C(=O)c2ccccc2C1=O)Oc1ccc2ccccc2c1 ?
EBI2 block: 2.5; CCR6 antag: 10.1; APOBEC3G inh: -0.8; Gli-Sufu block: -6.6; CXCR6 inh: -3.4; MPTP block: -1.0; NR3A LBD binder: 4.6; A3A deaminase: -1.1

What do the screens show for `COc1nc(NCCO)nc(Nc2cc(Cl)ccc2OC)n1`?
EBI2 block: -9.9; CCR6 antag: 12.0; APOBEC3G inh: -9.6; Gli-Sufu block: -4.0; CXCR6 inh: -6.2; MPTP block: 0.0; NR3A LBD binder: 2.2; A3A deaminase: -2.9

What do the screens show for `COc1ccccc1-c1oc2ccccc2c1C#CC(C)(C)O`?
EBI2 block: -7.7; CCR6 antag: 4.8; APOBEC3G inh: -3.8; Gli-Sufu block: -5.3; CXCR6 inh: -7.8; MPTP block: 1.3; NR3A LBD binder: -8.3; A3A deaminase: 2.5

How did CS(=O)c1ccccc1O (centres undefined) do in these assays?
EBI2 block: -5.0; CCR6 antag: 16.6; APOBEC3G inh: -3.6; Gli-Sufu block: 2.0; CXCR6 inh: -2.2; MPTP block: 0.8; NR3A LBD binder: -0.4; A3A deaminase: 3.2

What do the screens show for `Clc1nc(NC2CCCCC2)c2cn[nH]c2n1`?
EBI2 block: 7.0; CCR6 antag: 2.4; Gli-Sufu block: -6.1; CXCR6 inh: -2.6; MPTP block: 0.1; NR3A LBD binder: 0.9

How did COc1ccc(C2C(C(C)=O)=C(Nc3ccccc3)CC(C)(O)C2C(C)=O)cc1OC (centres undefined) do in these assays?
EBI2 block: -3.2; CCR6 antag: 21.7; APOBEC3G inh: -4.7; Gli-Sufu block: 8.3; CXCR6 inh: -2.2; MPTP block: -0.1; NR3A LBD binder: -12.0; A3A deaminase: -5.5

How did CCOC(=O)N1C(=O)NC(=O)C1c1ccc(Cl)cc1 (centres undefined) do in these assays?
EBI2 block: 5.0; CCR6 antag: 1.4; Gli-Sufu block: -2.2; CXCR6 inh: 2.6; MPTP block: 0.4; NR3A LBD binder: -2.8

Results for COc1cccc(-n2nnc3c(=O)n(Cc4cccc(C)c4)cnc32)c1 ?
EBI2 block: -2.7; CCR6 antag: 12.0; APOBEC3G inh: -9.3; Gli-Sufu block: 0.4; CXCR6 inh: 17.9; MPTP block: -1.2; NR3A LBD binder: -3.1; A3A deaminase: -3.1

How did CN1N=C(C(C)(C)C)CSC1=Nc1ccccc1 do in these assays?
EBI2 block: -4.6; CCR6 antag: 18.4; APOBEC3G inh: -2.9; Gli-Sufu block: 11.2; CXCR6 inh: -1.1; MPTP block: 1.8; NR3A LBD binder: 0.5; A3A deaminase: -1.9

What do the screens show for `NS(=O)(=O)c1ccc(N=Nc2c(O)[nH]c3ccc(Br)cc23)cc1`?
EBI2 block: 9.9; CCR6 antag: 15.1; APOBEC3G inh: -7.7; Gli-Sufu block: -11.2; CXCR6 inh: 11.1; MPTP block: -0.6; NR3A LBD binder: 23.4*; A3A deaminase: -2.0

Results for CCn1c(SCC(=O)N2c3ccccc3CC2C)nnc1-c1ccco1 (centres undefined) ?
EBI2 block: -2.1; CCR6 antag: 3.5; APOBEC3G inh: -3.2; Gli-Sufu block: -2.7; CXCR6 inh: 5.1; MPTP block: -1.1; NR3A LBD binder: -2.9; A3A deaminase: -3.2

Results for C=CCSc1nc(N)c(NC(=O)c2ccco2)c(=O)[nH]1 ?
EBI2 block: 1.2; CCR6 antag: 5.2; APOBEC3G inh: -13.3; Gli-Sufu block: 4.5; CXCR6 inh: 0.2; MPTP block: -0.6; NR3A LBD binder: 0.1; A3A deaminase: -1.9

What do the screens show for `C[C@@H](N)C(=O)N[C@H]1CCC2C3CC=C4C[C@@H](O)CC[C@]4(C)C3CC[C@@]21C` (some centres undefined)?
EBI2 block: 4.4; CCR6 antag: 18.3; Gli-Sufu block: 5.0; CXCR6 inh: -4.2; MPTP block: 0.0; NR3A LBD binder: -1.3

Results for Cc1nccc(-c2ccc3c(c2)OCO3)n1 ?
EBI2 block: 4.4; CCR6 antag: -8.5; APOBEC3G inh: -10.5; Gli-Sufu block: -8.0; CXCR6 inh: -8.1; MPTP block: 0.5; NR3A LBD binder: -0.6; A3A deaminase: 5.0

What do the screens show for `Cc1cccc(-c2noc(Cc3ccccc3)n2)c1`?
EBI2 block: 22.0; CCR6 antag: 16.2; APOBEC3G inh: -4.1; Gli-Sufu block: -75.6; CXCR6 inh: -8.9; MPTP block: 2.6; NR3A LBD binder: 1.4; A3A deaminase: 0.3

What do the screens show for `COc1ccc(OC)c(NC(=O)CCN2CC(C)CC(C)C2)c1` (centres undefined)?
EBI2 block: -4.8; CCR6 antag: 5.5; APOBEC3G inh: -3.4; Gli-Sufu block: 5.0; CXCR6 inh: -9.3; MPTP block: -0.4; NR3A LBD binder: -3.6; A3A deaminase: -3.8

How did O=c1cc2c(nn1Cc1ccccc1)-c1ccccc1CC2 do in these assays?
EBI2 block: 1.5; CCR6 antag: 6.3; APOBEC3G inh: -4.4; Gli-Sufu block: 6.7; CXCR6 inh: 6.9; MPTP block: -0.4; NR3A LBD binder: -0.3; A3A deaminase: 0.3

Results for COc1ccccc1C(=O)NCCn1cc(SCC(=O)Nc2nnc(C)s2)c2ccccc21 ?
EBI2 block: 12.6; CCR6 antag: 9.2; APOBEC3G inh: -2.0; Gli-Sufu block: 9.3; CXCR6 inh: -0.9; MPTP block: -0.3; NR3A LBD binder: -2.8; A3A deaminase: -2.4

How did C=CCn1c(=O)c(C(=O)Nc2ccc(C)cn2)c(O)c2ccccc21 do in these assays?
EBI2 block: -2.2; CCR6 antag: -7.7; APOBEC3G inh: -4.7; Gli-Sufu block: 10.3; CXCR6 inh: -16.1; MPTP block: 3.9; NR3A LBD binder: -1.2; A3A deaminase: -5.5

How did Cc1cccnc1NC(=O)c1ccccc1NC(=O)C(C)(C)C do in these assays?
EBI2 block: -13.7; CCR6 antag: -1.4; APOBEC3G inh: 1.1; Gli-Sufu block: -3.5; CXCR6 inh: 1.7; MPTP block: -0.4; NR3A LBD binder: 3.1; A3A deaminase: 3.8

What do the screens show for `O=C(CSc1nc2ccccc2c(=O)n1NC(=O)Cc1ccccc1)NCc1ccco1`?
EBI2 block: 8.6; CCR6 antag: 1.6; APOBEC3G inh: -7.8; Gli-Sufu block: -24.4; CXCR6 inh: 7.7; MPTP block: 0.4; NR3A LBD binder: -1.0; A3A deaminase: -4.5

What do the screens show for `O=C(Nc1cccnc1Cl)C1c2ccccc2Oc2ccccc21`?
EBI2 block: -3.7; CCR6 antag: -0.8; APOBEC3G inh: -7.2; Gli-Sufu block: 5.4; CXCR6 inh: 7.8; MPTP block: -1.7; NR3A LBD binder: 1.7; A3A deaminase: -0.8

What do the screens show for `COC(C[C@H](O)C[C@@H](O)[C@H](C)OCc1ccccc1)OC`?
EBI2 block: -3.7; CCR6 antag: -11.2; APOBEC3G inh: -7.6; Gli-Sufu block: -4.6; CXCR6 inh: -1.7; MPTP block: -1.9; NR3A LBD binder: 3.8; A3A deaminase: -2.6

What do the screens show for `COc1cccc(Nc2nc(-c3sc(NC(=O)c4ccco4)nc3C)cs2)c1`?
EBI2 block: 16.9; CCR6 antag: -3.9; APOBEC3G inh: -8.7; Gli-Sufu block: -10.2; CXCR6 inh: -3.0; MPTP block: 2.8; NR3A LBD binder: 1.4; A3A deaminase: -2.3

What do the screens show for `CNc1ccc(Br)cc(C(=O)/C=C/c2cccc(OC)c2OC)c1=O`?
EBI2 block: 11.7; CCR6 antag: 22.1; APOBEC3G inh: 12.8; Gli-Sufu block: 26.1; CXCR6 inh: -1.7; MPTP block: 3.8; NR3A LBD binder: -0.9; A3A deaminase: 19.7

What do the screens show for `O=S(=O)(c1ccc(-c2nnc(SCc3nnc(-c4ccccc4)o3)o2)cc1)N1CCCC1`?
EBI2 block: 0.7; CCR6 antag: 16.9; APOBEC3G inh: -7.3; Gli-Sufu block: 6.0; CXCR6 inh: 10.8; MPTP block: 3.4; NR3A LBD binder: -2.5; A3A deaminase: -5.7

How did O=C(Nn1cnc2ccccc2c1=O)c1ccc([N+](=O)[O-])cc1Cl do in these assays?
EBI2 block: -2.5; CCR6 antag: 2.5; APOBEC3G inh: -6.9; Gli-Sufu block: -8.4; CXCR6 inh: 1.4; MPTP block: -0.5; NR3A LBD binder: -1.0; A3A deaminase: -5.7

Results for CCOC(=O)C1=C(C)S/C(=C\N(C)C)C1=O ?
EBI2 block: -5.6; CCR6 antag: 4.0; APOBEC3G inh: -0.9; Gli-Sufu block: -0.4; CXCR6 inh: 11.1; MPTP block: 0.6; NR3A LBD binder: 0.5; A3A deaminase: 8.4

What do the screens show for `COC(=O)[C@@H]1C[C@@]2(O)[C@@H](O)[C@@H](O)[C@@H](O)C[C@H]2N1Cc1cc(OC)cc(OC)c1`?
EBI2 block: -13.5; CCR6 antag: -2.9; APOBEC3G inh: -2.3; Gli-Sufu block: -16.4; CXCR6 inh: -5.1; MPTP block: 0.2; NR3A LBD binder: 3.8; A3A deaminase: 1.2

Results for O=C(Nc1cccc(Cl)c1)C1CCCN(S(=O)(=O)c2cnc[nH]2)C1 (centres undefined) ?
EBI2 block: -3.5; CCR6 antag: -1.2; APOBEC3G inh: -3.4; Gli-Sufu block: -3.9; CXCR6 inh: 0.6; MPTP block: -1.7; NR3A LBD binder: -1.2; A3A deaminase: -0.6

Rows are unselected (roughly 5.8% active in at least one column).
